PP1 counter = PP1-alpha (human) inhibition in PP5 counter-screen; purified PP1alpha, OMFP fluorescence; 0.9% of 320,000 active; inhibition, % at 6.7 µM;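 active means inhibition above the mean inhibition of all tested compounds plus 3 SD, computed separately for each screening campaign, cut at about 15% in these data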
Target sequence (P62136 whole entry, looked up): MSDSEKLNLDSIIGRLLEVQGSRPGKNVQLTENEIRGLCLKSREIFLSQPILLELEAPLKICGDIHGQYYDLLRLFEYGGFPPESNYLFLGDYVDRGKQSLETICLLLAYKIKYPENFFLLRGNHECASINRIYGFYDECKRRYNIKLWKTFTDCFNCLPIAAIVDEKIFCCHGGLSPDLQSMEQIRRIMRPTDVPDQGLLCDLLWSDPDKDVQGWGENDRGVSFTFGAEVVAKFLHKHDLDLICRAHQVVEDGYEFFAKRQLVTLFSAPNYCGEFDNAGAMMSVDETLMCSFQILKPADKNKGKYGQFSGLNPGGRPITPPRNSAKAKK
GASC-1 inh = blocks human GASC-1 demethylase activity; 0.069% of 330,000 active; inhibition, % at 2.35 µM; AID 2099; GST-JMJD2C(1-420) H3K9me3 demethylation, DELFIA europium; Q9H3R0;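 active means more than half of a compound's replicate wells show inhibition beyond 50%, single wells judged on their own value; inconclusive means some, but no more than half, of replicates pass 50% inhibition; inactive means no replicate passes 50% inhibition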;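 further: signal counts dimethyl H3K9 product captured on neutravidin plate; 0% = median of DMSO wells and 100% = 0.3 times that DMSO median; strong numbers were not always called active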
Target sequence (Q9H3R0 1-420 limits assumed): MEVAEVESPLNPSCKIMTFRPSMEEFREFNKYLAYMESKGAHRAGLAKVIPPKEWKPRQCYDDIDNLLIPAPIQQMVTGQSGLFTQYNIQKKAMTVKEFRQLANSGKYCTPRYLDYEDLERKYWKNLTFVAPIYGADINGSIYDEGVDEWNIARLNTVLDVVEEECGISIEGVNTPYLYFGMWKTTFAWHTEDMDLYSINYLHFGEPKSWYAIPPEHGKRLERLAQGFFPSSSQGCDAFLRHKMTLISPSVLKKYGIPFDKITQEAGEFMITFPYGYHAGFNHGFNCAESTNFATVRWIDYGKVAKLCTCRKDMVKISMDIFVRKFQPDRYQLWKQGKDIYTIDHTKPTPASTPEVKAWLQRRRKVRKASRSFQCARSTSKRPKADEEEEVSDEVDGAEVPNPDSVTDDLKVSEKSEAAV
PP5 primary = inhibitors of human protein phosphatase 5 (PP5); 0.18% of 320,000 active; AID 1987; purified PP5c, OMFP substrate fluorescence; inhibition, % at 6.7 µM;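 active means inhibition above the campaign's mean inhibition across all tested compounds plus 3 SD, cut at about 9.5% in these data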;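 further: 0% = DMSO only and 100% = 100 µM cantharidin control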
LYPLA2 inh = counter-screen for PME1 inhibitors: inhibitors of human LYPLA2; recombinant LYPLA2, FP-Rh probe fluorescence polarization; inhibition, % at 5.9 µM; 0.38% of 320,000 active;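 active means inhibition above the screen-wide mean plus 3 SD, limit set per campaign, cut at about 26% in these data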;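 further: 0% = LYPLA2 with DMSO and 100% = wells lacking LYPLA2 enzyme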
Target sequence (O95372 whole entry, looked up): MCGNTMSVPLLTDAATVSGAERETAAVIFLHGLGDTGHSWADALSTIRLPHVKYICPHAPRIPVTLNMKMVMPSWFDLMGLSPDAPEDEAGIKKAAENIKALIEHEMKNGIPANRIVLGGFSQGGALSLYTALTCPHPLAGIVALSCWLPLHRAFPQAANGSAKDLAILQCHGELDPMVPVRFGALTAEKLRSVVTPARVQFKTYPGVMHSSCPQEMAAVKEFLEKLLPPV
Efflux pump inh = inhibitors of Candida antifungal efflux pumps expressed in yeast; AID 485275; S. cerevisiae Candida pump triplex, Nile Red efflux; 0.44% of 330,000 active; inhibition, % at 10 µM;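 active means plate passing quality check with inhibition over a set limit, or well fluorescence over plate mean plus 4 SD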;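 further: Nile Red retained in pooled yeast measured as flow cytometry median fluorescence; 0% = buffer negative control and 100% = Enniatin B positive control; higher means more Nile Red kept so more efflux inhibition; some compounds called inactive have numbers as strong as hits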
PREPL inh = inhibitors of human prolyl oligopeptidase-like enzyme PREPL; Q4J6C6; recombinant PREPL, fluorescence polarization activity-based probe; inhibition, % at 5.96 µM; 0.68% of 320,000 active; in the data active means inhibition above about 43%;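 further: 0% = enzyme with DMSO and 100% = wells lacking enzyme; many of its hits are not listed in these tables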
core dimer inh = blocks dimerization of HCV core protein; TR-FRET GST/Flag-core106 dimerization, 1536-well; inhibition, % at 5 µM; 0.33% of 300,000 active; AID 1899;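 active means inhibition above the mean of all tested compounds plus 3 SD, set per screening campaign, cut at about 45% in these data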
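Assay system: tagged HCV core106 pair (GST and Flag); medium: KF-containing HEPES buffer, pH 7.45, DTT, CHAPS, BSA; also added: Eu donor and XL665 acceptor anti-tag antibodies; dosing: 5 µM single dose; timing: compound-protein-antibody incubation 4 h at 22.5 °C; signal: TR-FRET 671 and 617 nm emission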
TPT1 inh = C. albicans TPT1 enzyme inhibition. recombinant caTPT1, FP RNA substrate dephosphorylation. inhibition, % at 5 µM. 0.81% of 300,000 active;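 active means inhibition above the mean of all tested compounds plus 3 SD, set per screening campaign, cut at about 24% in these data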;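 further: plate controls were DMSO alone for no effect and ferristatin control at 100 nM for full effect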
CTSL1 counter = blocks F. hepatica cathepsin L1 in PFM18AAP counter-screen; recombinant F. hepatica cathepsin L1, Z-Leu-Arg-MCA fluorescence; inhibition, % at 5.96 µM; 0.49% of 300,000 active; AID 1906;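 active means inhibition above the mean of all tested compounds plus 3 SD, set per screening campaign, cut at about 17% in these data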;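 further: 0% = plate median of test compound wells and 100% = 1 µM Z-Phe-Ala-diazomethylketone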
Active calls of the source: *; ? = inconclusive; · = no result given; & = joins results of further samples.

SMILES	PP1 counter	GASC-1 inh	PP5 primary	LYPLA2 inh	Efflux pump inh	PREPL inh	core dimer inh	TPT1 inh	CTSL1 counter
COc1ccc(C2CC(c3ccccc3)=NN2c2ccc(S(N)(=O)=O)cc2)cc1OC (stereo not given)	0	-1	5.0	6	-0.1	29	6	2	3
CC1=CC(C)(C)Nc2ccccc21	-3&-1	14&-9	1.3&-0.5	4&6	0.0&-0.1	11&12	-2	-3	2
NC(=O)CC(NC(=O)Cc1cccc2ccccc12)c1ccc(N2CCCCCC2)c([N+](=O)[O-])c1 (stereo not given)	4	-6	1.9	-1	0.2	2	8	-2	-2
CCC(C(=O)OCC(=O)Nc1cccc(OC)c1)c1ccccc1 (stereo not given)	-2	-1	1.8	3	0.3	-7	8	-2	-21
COc1ccc(C(=O)NCc2nnc(SCC(=O)c3ccccc3)o2)cc1	4	5	3.4	15	-0.4	1	-9	-3	-6
CSc1ccccc1NC(=O)CN1CCN(c2ccccn2)CC1	1	8	2.5	0	0.3	17	-8	-2	-10
O=C(Nc1ccc(OC(=O)c2cccs2)cc1)c1ccco1	-1	7	2.0	5	-0.1	14	1	-1	-3
Cc1ccc(S(=O)(=O)NN2C(=O)c3ccccc3NC2c2ccccc2F)cc1 (stereo not given)	0	8	3.1	-3	-0.1	-32	9	-3	0
C=CCn1c(C)cc(C(=O)CSc2nnc(C3CC3)n2C2CC2)c1C	0	9	-0.8	9	0.1	1	·	·	·
O=[N+]([O-])/C(C(=C(Cl)Cl)N1CCOCC1)=C1\NCCO1	-6	-20	-6.2	5	0.0	4	2	2	-1
COC(=O)c1[nH]c2ccc(Br)cc2c1NC(=O)C(C)N1CCN(C2CCCCC2)CC1 (stereo not given)	1	0	3.1	-1	-0.3	11	5	-6	4
Cc1cccc(N2CCN(C(=O)Cc3ccccc3[N+](=O)[O-])CC2)c1C	3	11	0.6	6	0.0	30	15	-1	5
Cc1nn(C(=O)N2CCCCC2)c(C)c1CN1C(=O)c2ccccc2C1=O	-2	-7	0.4	3	0.0	0	0	-1	-1
C=CCNC(=O)COc1ccc(S(=O)(=O)NC2CCCCC2)cc1	-3	4	1.2	-2	0.0	7	0	0	-1
Cc1ccc(S(=O)(=O)Nc2c(C)cc(C)nc2Cl)cc1	-4	-5	5.3	-5	0.1	-14	1	1	-4
O=S(=O)(c1cccc2nonc12)N1CCCCC1	-2	29	1.9	-10	0.0	4	-7	1	-1
O=C(NCc1ccc2c(c1)OCO2)C1CCN(c2ncccn2)CC1	-6	19	-0.3	4	-0.1	7	-2	-2	-1
CCc1ccc(OCC(=O)OCC(=O)c2c(N)n(C)c(=O)n(C)c2=O)cc1	-3	-3	3.7	0	-0.1	18	2	3	-10
Cc1cc2c(=O)n(C)c(SCC(=O)Nc3cccc(O)c3)nc2s1	-3	-17	-0.5	-2	0.1	-5	10	-1	1
O=C(Cn1c(=O)n(-c2ccccc2)c(=O)c2sccc21)NCc1ccccc1	0	-1	-1.0	4	-0.1	10	-1	-4	4

Exported with bars between the fields: part of the list above.
structure | PP1 counter | GASC-1 inh | PP5 primary | LYPLA2 inh | Efflux pump inh | PREPL inh | core dimer inh | TPT1 inh | CTSL1 counter
C=CCn1c(C)cc(C(=O)CSc2nnc(C3CC3)n2C2CC2)c1C | 0 | 9 | -0.8 | 9 | 0.1 | 1 | · | · | ·
O=[N+]([O-])/C(C(=C(Cl)Cl)N1CCOCC1)=C1\NCCO1 | -6 | -20 | -6.2 | 5 | 0.0 | 4 | 2 | 2 | -1
COC(=O)c1[nH]c2ccc(Br)cc2c1NC(=O)C(C)N1CCN(C2CCCCC2)CC1 (stereo not given) | 1 | 0 | 3.1 | -1 | -0.3 | 11 | 5 | -6 | 4
Cc1cccc(N2CCN(C(=O)Cc3ccccc3[N+](=O)[O-])CC2)c1C | 3 | 11 | 0.6 | 6 | 0.0 | 30 | 15 | -1 | 5
Cc1nn(C(=O)N2CCCCC2)c(C)c1CN1C(=O)c2ccccc2C1=O | -2 | -7 | 0.4 | 3 | 0.0 | 0 | 0 | -1 | -1
C=CCNC(=O)COc1ccc(S(=O)(=O)NC2CCCCC2)cc1 | -3 | 4 | 1.2 | -2 | 0.0 | 7 | 0 | 0 | -1
Cc1ccc(S(=O)(=O)Nc2c(C)cc(C)nc2Cl)cc1 | -4 | -5 | 5.3 | -5 | 0.1 | -14 | 1 | 1 | -4
O=S(=O)(c1cccc2nonc12)N1CCCCC1 | -2 | 29 | 1.9 | -10 | 0.0 | 4 | -7 | 1 | -1
O=C(NCc1ccc2c(c1)OCO2)C1CCN(c2ncccn2)CC1 | -6 | 19 | -0.3 | 4 | -0.1 | 7 | -2 | -2 | -1
CCc1ccc(OCC(=O)OCC(=O)c2c(N)n(C)c(=O)n(C)c2=O)cc1 | -3 | -3 | 3.7 | 0 | -0.1 | 18 | 2 | 3 | -10
Cc1cc2c(=O)n(C)c(SCC(=O)Nc3cccc(O)c3)nc2s1 | -3 | -17 | -0.5 | -2 | 0.1 | -5 | 10 | -1 | 1
O=C(Cn1c(=O)n(-c2ccccc2)c(=O)c2sccc21)NCc1ccccc1 | 0 | -1 | -1.0 | 4 | -0.1 | 10 | -1 | -4 | 4

(further entries)
SMILES	PP1 counter	GASC-1 inh	PP5 primary	LYPLA2 inh	Efflux pump inh	PREPL inh	core dimer inh	TPT1 inh	CTSL1 counter
Cc1ccc(C2CN(C)C3(C(=O)Nc4ccccc43)C23COc2ccccc2C3=O)cc1 (stereo not given)	6	-6	4.0	0	0.0	3	1	-5	1
COC(=O)c1ccc(NC(=S)NC2CCc3ccccc32)cc1 (stereo not given)	3	3	3.3	-5	0.2	-9	4	2	0
COc1ccc(-n2c(=O)c3ccccc3n(CC(=O)c3ccccc3)c2=O)cc1OC	-2	5	-0.5	8	0.2	-3	0	0	3
COc1ccc(CCNc2cn[nH]c(=O)c2Cl)cc1OC	-1	-19	-3.4	-18	0.2	20	0	2	5
CC1(c2cnc(Nc3ccccc3)s2)CCC(=O)O1 (stereo not given)	2	23	2.6	-3	-0.1	-1	-5	1	-3
CCOc1ccc(Cn2ccnc2CCl)cc1[N+](=O)[O-]	-5	-10	-0.6	-2	0.1	0	-2	1	-1
N#C/C(=C/c1ccncc1)c1nc2ccccc2s1	-1	-2	2.4	-5	0.0	7	0	30*	0
CC(Oc1ccc(F)cc1Br)c1nc2ccccc2c(=O)[nH]1 (stereo not given)	4	-10	0.7	4	0.1	-3	8	-3	-2
COc1ccc(CNc2ncnc3c2[nH]c2cc(OC)c(OC)cc23)cc1	1	5	5.0	-9	-0.2	41	0	4	-2
Cc1ccsc1C(=O)N1CCCC(CO)(Cc2ccccc2)C1 (stereo not given)	-1	-2	0.7	17	0.0	0	12	1	-1
COc1ccc(N2CCN(C(=O)CCc3nnc4ccc(N5CCC(C)CC5)nn34)CC2)cc1	4	8	2.0	11	0.0	13	18	-1	-1
CCCn1c(SCC(=O)NC2CCCC2)nnc1-c1cccnc1	5	-1	3.7	2	0.2	-3	3	1	4
Cc1nnc(SCC(=O)N(C2CCCCC2)C2CCS(=O)(=O)C2)n1N (stereo not given)	-1	-1	-0.8	-7	0.2	3	-3	1	-3
Cc1cc(C(=O)N/N=C/c2cccnc2)n[nH]1	2	-7	-0.6	4	0.0	-4	-3	-6	0
CNC(=S)N/N=C(\C)c1ccc(Cl)c(Cl)c1	4	-7	-0.2	-8	0.2	-22	2	4	3
c1ccc(COC2CCCN(Cc3nc(Cc4ccccc4)no3)C2)cc1 (stereo not given)	-5	5	2.4	11	0.0	11	-13	0	-1
COCCN(Cc1ccccc1)C(=S)Nc1ccc(OC(F)F)cc1	2	25	1.6	-2	-0.1	-3	-4	-3	0
O=C(Nc1cccc2ccccc12)NC1CCS(=O)(=O)C1 (stereo not given)	-1	37	-0.8	-2	-0.1	-2	-4	-7	-4
Cn1nc(C(F)(F)F)c(/C=N/OC(=O)c2ccccc2)c1Sc1ccc(Cl)cc1	2	16	0.2	-3	0.1	-8	5	3	-12
Oc1nc(Nc2ccc(Cl)cc2Cl)sc1/C=C1\C=Nc2ccccc21	-2	-6	9.3	-2	-0.3	6	-1	11	-4
COc1ccccc1N(CCC#N)C(=O)CSc1ccc2c(c1)OCCO2	3	1	0.3	1	0.0	6	-4	5	-4
COc1ccc(NC(=O)c2ccsc2NC(C)=O)cc1	-6	6	0.6	1	-0.2	-5	14	-2	-1
CCOC(=O)CSc1n[nH]c(NC(=O)c2ccc(F)cc2)n1	-1	-27	0.5	5	0.0	8	-3	0	-5
CC(=O)N/N=C(\C)CC(=O)Nc1cccc(C(F)(F)F)c1	0	-9	-1.3	0	-0.1	-8	-1	1	2
O=C(NCc1ccc(F)cc1)C1CCCN1S(=O)(=O)c1cccc2nsnc12 (stereo not given)	-3	-11	1.0	-1	-0.1	4	-22	-1	5
COC(=O)c1c(C)[nH]c(C(=O)CSc2ccc(Cl)cc2)c1C	0	-4	-0.2	-2	-0.1	3	8	-1	5
Fc1ccccc1N=C1NN=C(c2ccccc2)CS1	0	4	2.1	1	0.4	15	-8	-1	1
O=C(Nc1ccccc1C(=O)N1CCCC1)c1ccc(Cl)cc1Cl	-2	-7	-1.6	-10	0.1	3	-4	2	-4
CCOC(=O)c1c(C)[nH]c(C(=O)N(C)CC(=O)Nc2ccc(OC)cc2)c1C	-4	-5	-0.9	-2	0.2	4	·	·	·
O=C(CCS(=O)(=O)c1ccc(Br)cc1)N1CCN(c2ccc(F)cc2)CC1	2	-1	-0.6	10	0.0	-30	-197	-4	0
O=C(CSc1nc(-c2ccccc2)cs1)Nc1nccs1	2	-1	1.6	-21	-0.1	2	4	0	1
Cc1ccc(S(=O)(=O)Nc2ccccc2C(=O)N2CCCCC2)cc1	-3	10	0.0	1	-0.1	-4	-1	-1	-4
O=C(COc1ccccc1)NC1=NCCS1	-2	-15	-1.1	-3	-0.1	2	2	-3	-3
CC(C)(C)NC(=S)NNC(=O)c1ccccc1Cl	-1	-2	1.4	8	-0.2	1	-7	-2	-2
Cc1cc(C)c(NS(=O)(=O)c2cccc3cccnc23)c(C)c1	0	-3	2.8	1	-0.1	1	-1	-7	3
CCOc1cccc(Nc2cc3n(c(=O)n2)CCc2cc(OC)c(OC)cc2-3)c1	4	6	0.8	-2	0.0	24	9	4	5
COCCOC(=O)/C=C1/NC(=O)CS1	-1	6	-0.5	2	-0.1	-7	1	0	-2
CN(CC1CCCN(CCc2ccccc2F)C1)C(=O)c1ccoc1 (stereo not given)	-3	?	1.4	2	0.1	3	-5	-5	7
Cc1ccccc1S(=O)(=O)NC1=NCCCCC1	-3	-4	-2.1	-6	0.3	4	-4	1	0
CC(C)CN(C(=O)CSc1nnc2c(Cl)cc(C(F)(F)F)cn12)C1CCS(=O)(=O)C1 (stereo not given)	-1	-4	-0.7	-2	-0.1	9	4	-5	1

Screening results deposited in PubChem by several laboratories.

This is a subset; count on the stated rates, not on these rows.
